# Screens: PubChem BioAssay, several laboratories
# ABCB6 inh MLPCN: ABCB6 transporter inhibitors, primary screen, K562-ABCB6 cells, flow cytometry, MLPCN library | fluorescence ratio to DMSO, % at 10 µM | K562-ABCB6 porphyrin accumulation, 1 h; hits give low values | AID 602162, 2011 | actives 0.19% (n = 360,000);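 active = fluorescence ratio to DMSO below 75%, the collection mean minus 3 SD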;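 note: signal is porphyrin accumulated inside mitochondria; 100% equals median channel fluorescence of DMSO control wells; lower ratio means ABCB6 inhibition with less porphyrin fluorescence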
# MC4R antagonist: MC4R antagonists of cAMP signaling, primary screen, cell-based, TR-FRET, antagonist arm of biased-ligand search. Melanocortin receptor 4 (Homo sapiens), P32245. MC4R-expressing cells, MTII-stimulated cAMP, LANCE TR-FRET. inhibition, % at 6.5 µM. actives 0.48% (n = 360,000);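 active = inhibition above its plate's cutoff, the mean of tested wells on that plate plus 3 SD, cut at about 29% in these data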;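 note: 0% = Melanotan II alone and 100% = Melanotan II plus saturating MCL0020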
#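 Material: U2OS-MC4R stable cell line | Reagent: Melanotan II challenge after compound preincubation | Doses: One concentration, 6.5 µM nominal | Incubation: 30-min compound preincubation, 1-h Melanotan II challenge, 1-h detection, room temperature | Signal: TR-FRET cAMP assay | Replicates: One well per compound, no replicates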
# m5-HT2A agonist: mouse Htr2a agonists via beta-arrestin recruitment, primary screen, cell-based, luminescence; AID 624169, 2012; activation, % at 7.6 µM; actives 0.66% (n = 360,000); 5-hydroxytryptamine receptor 2A (Mus musculus), P35363; CHO-K1 mHTR2A beta-arrestin complementation; percent of 30 µM serotonin response;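 active = activation above a run cutoff, the mean activation of all tested compounds plus 3 SD, cut at about 14% in these data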;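 note: 0% = plate median of compound wells and 100% = 30 µM serotonin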
# Target sequence (P35363 whole entry, looked up): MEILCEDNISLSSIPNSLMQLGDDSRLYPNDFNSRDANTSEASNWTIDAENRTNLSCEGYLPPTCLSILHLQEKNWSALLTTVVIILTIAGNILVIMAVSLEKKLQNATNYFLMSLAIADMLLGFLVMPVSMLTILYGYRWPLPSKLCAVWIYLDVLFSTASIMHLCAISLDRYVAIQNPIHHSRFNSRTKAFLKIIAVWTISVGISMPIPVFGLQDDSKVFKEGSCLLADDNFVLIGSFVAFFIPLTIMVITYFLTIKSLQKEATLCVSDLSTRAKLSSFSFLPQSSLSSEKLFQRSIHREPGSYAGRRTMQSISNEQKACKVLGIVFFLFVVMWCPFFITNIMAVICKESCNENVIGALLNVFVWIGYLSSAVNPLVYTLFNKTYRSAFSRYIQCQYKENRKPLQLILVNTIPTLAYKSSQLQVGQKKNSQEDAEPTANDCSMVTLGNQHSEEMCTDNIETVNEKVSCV
# MC4R barr agon: MC4R agonists recruiting beta-arrestin, primary screen, cell-based, luminescence, agonist arm of biased-ligand search; Melanocortin receptor 4 (Homo sapiens), P32245; U2OS MC4R beta-arrestin complementation; percent of melanotan II response, DMSO zero; activation, % at 8.9 µM; actives 0.98% (n = 360,000); AID 540308, 2011;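 active = activation above a per-plate cutoff, the mean activation of sample wells on that plate plus 3 SD, cut at about 8% in these data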
# Glyco luc inh: increase of ERlucT glycosylation luciferase signal, primary screen, N-linked glycosylation inhibitor project, D54 ERlucT cells, luminescence, set 2; AID 588692, 2011; D54 ERlucT glycosylation luciferase reporter, 24 h; percent of 100 nM tunicamycin response; actives 0.23% (n = 360,000); reporter increase, % at 12.5 µM;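 active = mean luciferase reporter signal, scaled so untreated is 0 and the glycosylation-blocking control 100, at or above a set limit in every replicate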;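 note: luciferase carries N-glycosylation sites so blocking glycosylation raises the light; 0% = median of neutral control wells and 100% = median of 100 nM tunicamycin wells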
# NCOA2 inhibitor: inhibition of GAL4-SRC2 driven luciferase reporter, primary screen, SRC2 inhibitor project, cell-based, luminescence; Nuclear receptor coactivator 2 (Homo sapiens), Q15596; HEK293 GAL4-SRC2 luciferase reporter; inhibition, % at 9 µM; actives 0.17% (n = 370,000);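 active = inhibition above the mean inhibition of all tested compounds plus 3 SD, set per campaign, cut at about 52% in these data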;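 note: 0% = DMSO treated cells and 100% = cells given Gossypol at 36 µM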
# TLR9-MyD88 inh: inhibitors of TLR9-MyD88 association in cells, primary screen, cell-based, CHO, BLA complementation, fluorescence | Toll-like receptor 9 (Homo sapiens) + Myeloid differentiation primary response protein … | CCF4 FRET ratio | inhibition, % at 4.98 µM | actives 0.21% (n = 340,000);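 active = inhibition above the mean over all tested compounds plus 3 SD, cut at about 21% in these data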;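 note: 0% = DMSO only wells and 100% = clavulanate BLA inhibitor control wells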
# ABHD5-PLIN5 inh: ABHD5-PLIN5 interaction inhibitors, primary screen, cell lysate, split luciferase complementation, luminescence | Perilipin-5 (Homo sapiens) + 1-acylglycerol-3-phosphate O-acyltransferase ABHD5 (Homo … | Split G. princeps luciferase complementation, 4 h | inhibition, % at 4 µM | actives 0.78% (n = 360,000) | AID 602281, 2012;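 active = inhibition above the mean inhibition across every tested compound plus 3 SD, cut at about 22% in these data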;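 note: 0% = DMSO only wells and the 100% control is not disclosed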
# Cardio protect: cardioprotection against H2O2-induced cell death, primary screen, uHTS, H9c2 cells, ATPLite luminescence; H9c2 cardiomyocytes, H2O2 injury protection, 2 h; protection from H2O2 cell death, % at 20 µM; actives 0.63% (n = 360,000);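 active = compounds giving at least 50% protection of heart cells from peroxide-induced death in the single-dose screen, raw or plate-pattern-corrected value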;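 note: 0% = DMSO wells with peroxide and 100% = DMSO wells without peroxide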
# NOD2 RIPK2 PPI: NOD2-RIPK2 binding disruptors in cells, primary screen, fluorescence, CHO cells, BLA complementation. CCF4 ratio. actives 0.38% (n = 360,000). inhibition, % at 4.98 µM. Receptor-interacting serine/threonine-protein kinase 2 (Homo sapiens), O43353; in the data active = inhibition above about 21%;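 note: 0% = vehicle only and 100% = reference blocker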
# Target sequence (O43353 whole entry, looked up): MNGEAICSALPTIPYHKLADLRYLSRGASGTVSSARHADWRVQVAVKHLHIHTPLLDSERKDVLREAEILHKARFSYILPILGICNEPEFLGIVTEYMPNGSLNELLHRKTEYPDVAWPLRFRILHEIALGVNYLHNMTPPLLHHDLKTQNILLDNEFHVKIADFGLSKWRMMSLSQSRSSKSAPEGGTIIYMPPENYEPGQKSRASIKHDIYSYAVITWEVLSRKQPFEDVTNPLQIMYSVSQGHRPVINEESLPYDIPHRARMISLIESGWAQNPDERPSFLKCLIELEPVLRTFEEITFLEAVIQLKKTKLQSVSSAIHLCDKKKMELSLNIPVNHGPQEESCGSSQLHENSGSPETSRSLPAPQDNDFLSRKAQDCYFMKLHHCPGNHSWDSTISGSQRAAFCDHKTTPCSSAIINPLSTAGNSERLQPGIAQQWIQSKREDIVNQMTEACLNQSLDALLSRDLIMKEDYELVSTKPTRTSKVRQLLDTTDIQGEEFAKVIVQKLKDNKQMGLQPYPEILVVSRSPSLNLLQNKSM
# The depositor's hits bear a star; x = not tested or not shown. The list is partial, so the mix of outcomes need not match the whole.
SMILES,ABCB6 inh MLPCN,MC4R antagonist,m5-HT2A agonist,MC4R barr agon,Glyco luc inh,NCOA2 inhibitor,TLR9-MyD88 inh,ABHD5-PLIN5 inh,Cardio protect,NOD2 RIPK2 PPI
O=C(NCc1ccc2c(c1)OCO2)C1CC(=O)N(C2CCCCCCC2)C1 (stereo not given),99,8,-2,-0.4,0,0,0,-2,-5,-2
Cc1ccc(Cn2c(Sc3nnc(C)s3)nc3c2c(=O)[nH]c(=O)n3C)cc1,98,8,-1,0.0,2,-21,4,10,2,-8
Cc1cccc(NS(=O)(=O)Cc2ccccc2)n1,96,5,5,0.1,1,-13,-2,-4,4,1
COCc1ccc(C(=O)NC2CCCc3c2cnn3-c2ccc(C)c(C)c2)o1 (stereo not given),95,5,-3,-3.0,-1,29,-5,0,-6,-1
COc1nc(Nc2ccc(-c3nc4ccccc4o3)cc2)nc(N2CCOCC2)n1,102,5,-2,0.4,0,-4,-2,-18,42,-6
O=C(OCc1ccccc1)C1CCN(S(=O)(=O)c2cccs2)CC1,98,9,-4,-0.8,2,11,-1,1,-8,-5
O=C(NC1CCCCC1c1ccccc1)c1ccccc1 (stereo not given),102,2,-3,-1.9,-1,-17,-19,6,0,6
O=C(Nc1ccccc1O)c1ccc2c(c1)C(=O)N(N1C(=O)c3ccccc3C1=O)C2=O,103,8,1,-3.3,4,11,-17,-1,5,0
COc1cc(OC)cc(C(=O)NNC(=S)NCc2ccco2)c1,95,9,-4,-3.5,-1,-20,-8,-7,4,-6
CCCCCCC1CC(/C(C)=N\NC(N)=O)OC1=O (stereo not given),97,3,-1,-0.5,1,10,-2,2,-4,4
Cc1ccc2cc(NC(=O)C3(C)CCN3C(C)C)ccc2n1 (stereo not given),104,6,1,-1.5,0,-3,x,1,7,-3
CN1C(=S)SC(C)(C)C1/[N+]([O-])=C/c1cccnc1 (stereo not given),95,4,-6,-2.0,1,-17,4,-5,-2,12
CCC(=O)c1ccc(OCC(=O)OCC(=O)NCCC2=CCCCC2)cc1,104,11,0,-1.7,1,-6,1,-16,-3,6
COc1ccc(CNC(=O)C(C)NCc2ccc(S(N)(=O)=O)cc2)cc1 (stereo not given),99,-1,-1,0.1,0,-32,-3,4,0,-5
C/C(=N\NC(N)=O)C1CC(CC(C)C)C(=O)O1 (stereo not given),94,14,9,-0.1,1,-50,3,-4,8,-3
CCc1ccc(NC(=O)C(C)Sc2ccc(S(=O)(=O)N3CCN(C)CC3)cn2)cc1 (stereo not given),107,4,-7,-2.1,0,10,-6,-3,-9,6
CCN(CC(=O)Nc1cc(Cl)ccc1-n1cncn1)Cc1nc2ccccc2c(=O)[nH]1,92,-2,-5,0.1,-3,-2,-9,3,17,-7
CCn1c(SCC(=O)Nc2ccc(F)cc2F)nc2c(c1=O)SCC2,97,3,7,-3.2,-3,5,-2,-2,1,-4
CC(=O)Nc1cc(S(=O)(=O)C(F)(F)F)ccc1Cl,93,0,3,-1.1,0,-3,0,0,0,-8
CC(C)c1ccc(C(O)c2cnc(C(C)C)n2C)cc1 (stereo not given),101,20,-1,1.0,-3,-15,1,0,-19,-4
CCc1ccc(C)c(OC(=O)c2cncc(Br)c2)c1,96,12,1,4.5,0,-9,-5,-5,-2,-8
O=c1cnnc(SCc2ccc([N+](=O)[O-])cc2)[nH]1,91,4,-1,0.2,1,-9,4,5,16,-7
CCn1cc(C(=O)N[C@@H](CCSC)C(=O)NCCCOC)c(=O)c2cc3c(cc21)OCO3,98,-2,0,-0.6,1,7,-4,-4,9,-11
COC(C(=O)NCc1ccccc1C)c1ccccc1 (stereo not given),96,-3,3,1.3,1,9,2,2,4,0
CCOc1ccc(NC(=O)CN(C)C(=O)c2cccc3ccccc23)cc1OCC,103,0,4,-0.6,2,-4,-1,-4,2,-5
Cc1cc(N=Cc2c(O)n(-c3cccc(Cl)c3)c(=O)c3ccccc23)no1,100,4,-2,-1.3,7,8,14,0,1,12
CC(Oc1ccc(Br)cc1)C(=O)Nc1ccc(N2CCOCC2)cc1N1CCOCC1 (stereo not given),102,6,1,1.6,-2,-27,-11,1,-3,0
O=C(c1ccccn1)C1CCCN(Cc2cn[nH]c2-c2cc3ccccc3o2)C1 (stereo not given),98,4,-9,-0.9,-2,-4,1,4,-4,3
COc1ccc(/C=C/C(=O)O)cc1S(=O)(=O)N1CCCCC1,98,-5,4,0.4,1,-37,9,4,1,-3
Cc1cccc(OCC(=O)N(Cc2ccc(C)o2)C2CCS(=O)(=O)C2)c1 (stereo not given),101,7,12,-0.8,0,4,5,10,2,-4
O=C(COc1ccccc1)NCC(=O)Nc1ccncc1,97,-3,2,-4.4,-1,13,2,-1,-6,-1
Cc1cccc(N2C(=O)CC(Sc3nccc(C)n3)C2=O)c1 (stereo not given),97,1,1,-0.2,0,-7,2,-2,-1,-3
COc1ccc2oc(C(=O)OCC(=O)NC3CCCC3)c(C)c2c1,98,-1,4,0.1,1,-22,-7,0,1,-9
Cc1ccc(-c2n[nH]c(=S)n2/N=C/C=C/c2ccccc2[N+](=O)[O-])cc1,96,2,4,-4.1,2,-1,2,-1,-3,-4
CCOc1ccc(C(c2c(C)[nH][nH]c2=O)c2c(C)[nH][nH]c2=O)cc1OCC,99,14,6,-2.4,10,7,-2,-13,9,-10
COc1ccc(CCNC(=O)C2CCC(=O)N(CCc3ccc(OC)cc3)C2)cc1 (stereo not given),100,0,6,-1.3,3,-30,-2,-1,3,10
CC(C)(C)CC(C)(C)N=C1Nc2cc(Cl)c(Cl)cc2NC12C[C@H]1CCC(=O)N3CC[C@@H](C2)[C@@H]13 (stereo not given in full),101,9,-1,-0.4,-5,-2,-6,-2,-4,-2
C=CCOc1ccc(CNc2ccc3[nH]c(=O)[nH]c3c2)cc1,98,21,-4,0.4,-4,27,3,3,-6,1
CCN1CCCC1CN(Cc1cc2ccc(C)cc2[nH]c1=O)C(=S)Nc1cccc(OC)c1 (stereo not given),101,1,0,2.6,-1,-27,3,4,5,-4
NC(=O)C1CCN(C(=O)C(Cc2ccccc2)NC(=O)c2ccccc2)CC1 (stereo not given),99,7,2,-1.1,2,-6,-2,11,5,-11

# In another format: results already given
Cc1ccc(-c2n[nH]c(=S)n2/N=C/C=C/c2ccccc2[N+](=O)[O-])cc1
- ABCB6 inh MLPCN = 96
- MC4R antagonist = 2
- m5-HT2A agonist = 4
- MC4R barr agon = -4.1
- Glyco luc inh = 2
- NCOA2 inhibitor = -1
- TLR9-MyD88 inh = 2
- ABHD5-PLIN5 inh = -1
- Cardio protect = -3
- NOD2 RIPK2 PPI = -4
C=CCOc1ccc(CNc2ccc3[nH]c(=O)[nH]c3c2)cc1
- ABCB6 inh MLPCN = 98
- MC4R antagonist = 21
- m5-HT2A agonist = -4
- MC4R barr agon = 0.4
- Glyco luc inh = -4
- NCOA2 inhibitor = 27
- TLR9-MyD88 inh = 3
- ABHD5-PLIN5 inh = 3
- Cardio protect = -6
- NOD2 RIPK2 PPI = 1
O=C(COc1ccccc1)NCC(=O)Nc1ccncc1
- ABCB6 inh MLPCN = 97
- MC4R antagonist = -3
- m5-HT2A agonist = 2
- MC4R barr agon = -4.4
- Glyco luc inh = -1
- NCOA2 inhibitor = 13
- TLR9-MyD88 inh = 2
- ABHD5-PLIN5 inh = -1
- Cardio protect = -6
- NOD2 RIPK2 PPI = -1

# Remaining list, next part
SMILES,ABCB6 inh MLPCN,MC4R antagonist,m5-HT2A agonist,MC4R barr agon,Glyco luc inh,NCOA2 inhibitor,TLR9-MyD88 inh,ABHD5-PLIN5 inh,Cardio protect,NOD2 RIPK2 PPI
CC(C)C1=NOC(C(=O)N2CCC(N3CCC(C(=O)N4CCOCC4)CC3)CC2)C1 (stereo not given),228,5,3,-0.9,1,-12,-2,4,-3,8
C[C@@H](c1ccccc1)N1C[C@@H](COCc2ccccc2)Oc2cc(N3CCC[C@@H]3CO)ccc2S1(=O)=O,100,x,-2,x,x,-35,x,5,x,-7
NS(=O)(=O)c1ccc(NC(=O)COc2ccc(S(=O)(=O)N3CCCC3)cc2)cc1,100,2,-3,-3.8,-1,-17,-3,-2,-2,-12
COc1cccc(/C=N/NC(N)=S)c1OCc1cccc(Cl)c1,90,-7,-7,-0.3,-3,4,1,-15,4,2
CCNc1oc(COc2ccccc2F)nc1C#N,97,7,-4,0.3,-1,-35,-4,0,1,-4
COc1cccc(NC(=O)CCNC(=O)N2CC(=O)Nc3ccccc32)c1,98,6,1,-1.6,9,7,-1,0,-2,-2
O=C(NCCc1cccs1)Nc1nnc([C@H]2C[C@H](O)[C@@H](CO)O2)s1,98,8,-2,-1.7,3,5,x,2,-1,3
C=CCC[C@@H](Cc1ccc(F)cc1)C(=O)OC[C@@H](Cc1c[nH]c2ccccc12)NC(=O)[C@H](CC=C)CC(=O)N(CCO)Cc1ccccc1,93,24,-3,-0.6,4,5,-2,0,-6,-6
COc1ccc(NC(=S)NCCSc2ccc(C)cc2)c(OC)c1,100,-6,-6,3.7,-1,-17,6,-7,1,8
Nc1n[nH]c(S(=O)(=O)CCCc2ccccc2)n1,97,10,7,0.6,1,-22,2,2,8,5
CCOC(=O)C1CCCN(C(=O)CCNS(=O)(=O)c2ccc(Br)cc2)C1 (stereo not given),101,7,2,1.9,-1,34,-4,-6,-2,-2
Cc1nn(-c2ccc(Cl)cc2Cl)c(C)c1C(=O)O,106,11,-2,0.1,2,4,0,-5,-4,-3
CN(C)c1ccc(C=Nc2ccccc2)cc1,106,-5,-5,-1.5,3,-8,-11,-3,-5,1
O=C(Nc1ccccc1C(=O)NC1CCCCC1)c1ccccc1,96,8,1,2.0,-5,-15,-8,-4,-2,-7
COC(=O)c1ccc(C(=O)Nc2ccc3nc(-c4cccnc4)[nH]c3c2)cc1,95,2,-3,-3.2,0,-54,-4,-1,37,-8
Cc1ccc(S(=O)(=O)NC(C(=O)N2CCOCCOCCOCCOCC2)C(C)C)cc1 (stereo not given),96,9,6,-1.4,0,-1,-9,3,6,0
C/C=C/C=N/NC(=O)CN(c1ccc(Br)cc1)S(=O)(=O)c1ccccc1,98,-1,-2,0.2,0,-8,-9,0,-1,-6
OC(c1ccc(F)cc1)c1nc(-c2ccc(F)c(Cl)c2)cs1 (stereo not given),99,13,-4,5.0,-1,-45,x,-5,-10,-1
